Screens from PubChem BioAssay.
GSIS activator = primary screen for activators of insulin secretion dependent on glucose, INS-1E cells, GLuc reporter luminescence; AID 743287; activation, % at 16.6 µM; INS-1E GLuc reporter insulin secretion, 2-3 h; hit rate 0.61% among 370,000;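 active = lowest replicate activation of at least 40%, so every replicate reaches that level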;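 also: 0% = median of neutral control wells and 100% = median of IBMX positive control wells; some compounds called inactive have numbers as strong as hits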
ARNT-TACC3 inh = ARNT/TACC3 interaction disruption; Q9Y6A5; AlphaScreen His-ARNT PAS-B/GST-TACC3 binding, luminescence; TACC3 fragment carries E629A point mutation; inhibition, % at 9.99 µM; hit rate 0.66% among 390,000; AID 623870;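 active = mean inhibition of replicates at least 50% and at least half of replicates each reaching 50%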;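 also: 0% = complete ARNT plus TACC3 wells and 100% = ARNT alone without TACC3; many hits fall short of the cut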
PAX8 reporter = PAX8 transcriptional activity inhibition | RMG-I TPO-luciferase reporter, SteadyGlo, 24 h | inhibition, % at 12.6 µM | hit rate 1.2% among 360,000 | AID 652154;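 active = mean replicate inhibition at least 60% with every replicate also reaching 60%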;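 also: luciferase light reporting Pax8 driven TPO promoter activity; plate controls were median of neutral control wells for no effect and mitoxantrone controls for full effect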
ERp5 inh = inhibitors of human ERp5 | inhibition, % at 9.99 µM | Q15084 | ERp5 insulin aggregation, absorbance 650 nm, 90 min | hit rate 0.05% among 350,000;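 active = mean replicate inhibition above about 25%, with every replicate also reaching it, limit read from the data, passing the limit was not always enough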
Target sequence (Q15084 whole entry, looked up): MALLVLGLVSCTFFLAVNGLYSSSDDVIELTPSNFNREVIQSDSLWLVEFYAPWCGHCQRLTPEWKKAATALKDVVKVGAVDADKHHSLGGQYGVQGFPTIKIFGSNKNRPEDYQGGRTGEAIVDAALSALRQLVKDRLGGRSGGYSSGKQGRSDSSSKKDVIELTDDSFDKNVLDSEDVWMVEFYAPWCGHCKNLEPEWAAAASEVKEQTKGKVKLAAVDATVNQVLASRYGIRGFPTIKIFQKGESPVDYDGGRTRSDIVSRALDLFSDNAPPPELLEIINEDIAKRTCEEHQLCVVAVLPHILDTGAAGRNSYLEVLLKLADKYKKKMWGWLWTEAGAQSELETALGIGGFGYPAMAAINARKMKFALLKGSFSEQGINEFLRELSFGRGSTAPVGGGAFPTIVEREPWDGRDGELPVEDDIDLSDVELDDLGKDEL
Numbers without * were called inactive; x = no result given. These rows are one share of the data (hit frequency here may not be typical).

Compound	GSIS activator	ARNT-TACC3 inh	PAX8 reporter	ERp5 inh
Cn1c2ccccc2c2nnc(SCc3ccc4nonc4c3)nc21	2.8	-7.1	x	6.7
CCOc1ccc(C(CC(=O)O)NC(=O)c2ccco2)cc1OC (stereo not drawn)	1.0	-2.2	x	-3.6
COC(=O)c1sc2nc(CN3CCOCC3)nc(N3CCOCC3)c2c1C	6.9	21.5	x	-8.1
COc1cccc(N2CC(C(=O)Oc3ccc4ccccc4c3)CC2=O)c1 (stereo not drawn)	0.4	0.6	x	4.9
c1ccc(CCNc2nc3ccccc3s2)cc1	-4.5	-2.2	x	2.8
O=C(c1ccco1)N1CCN(C(c2ccccc2Cl)c2nnnn2Cc2ccco2)CC1 (stereo not drawn)	-3.5	9.7	x	3.1
CCOP(=O)(OCC)c1nc(/C=C/c2ccccc2)oc1NCc1ccc(OC)cc1	-21.6	-18.0	x	-0.5
CSc1ccc(Cl)c(C(=O)OCC(=O)N2CC(C)OC(C)C2)c1 (stereo not drawn)	5.6	1.1	x	-6.2
O=C(CC(c1ccccc1)c1ccccc1)Nc1ccc(Cl)cn1	-45.2	-5.6	x	-1.8
Oc1ccccc1N1CCN(c2ncccn2)CC1	-1.5	-1.1	x	1.2
CCN(CC)c1ccc(-c2c(C#N)c(N)nc(OC)c2C#N)cc1	9.2	-1.5	x	-0.5
Cc1cc(Nc2ccccc2)n(CCC#N)n1	-0.2	6.6	x	4.8
CCOCCCNC(=O)c1cc(-c2cccnc2)nc2ccc(S(=O)(=O)N3CCC(C)CC3)cc12	-2.4	-4.9	x	-1.3
O=C(c1ccco1)c1n[nH]nc1-c1ccccc1	14.4	-3.3	x	-8.3
ON1C(c2ccc(Cl)cc2Cl)N(O)[C@H]2CCCC[C@H]21 (stereo partly drawn)	-1.3	-10.4	x	4.5
O=C(Nc1nnc(CCN2CCOCC2)s1)c1ccccc1	4.0	-4.7	x	2.5
O=C(CCN1C(=O)c2ccccc2C1=O)Nc1ccc2c(c1)OCCO2	8.6	4.0	x	1.7
CC(C)Cc1nc2oc3c(NCc4cccnc4)ncnc3c2c2c1CCC2	75.3*	-2.1	x	-2.6
O=C(O)c1ccc(CSCc2ccco2)cc1	7.9	-8.9	x	2.3
CN1C2=C(C#N)C(c3ccccc3)(C(F)(F)F)NC(=O)N2c2ccccc21 (stereo not drawn)	9.2	3.0	x	2.9
CCC(C(=O)N1CC2(C)CC1CC(C)(C)C2)N1C(=O)c2ccccc2C1=O (stereo not drawn)	-0.4	5.5	x	2.6
O=C(Nc1nc(SCc2ccc(F)cc2)ns1)c1ccco1	-39.3	-5.9	x	4.4
Cc1ccc(NC(=O)COS(=O)c2ccc(C)cc2)cc1 (stereo not drawn)	5.4	-1.1	x	1.1
O=C(Nc1ccc(Cl)cc1)N(C1=NCCC1)c1ccc(OC(F)F)cc1	-41.2	19.0	x	1.8
C=CCn1c(=O)c(C(=O)NCCNCC)c(O)c2ccccc21	22.7	-0.9	x	1.5
Cc1cc(C(=O)CN2C(=O)NC(c3ccccc3)(c3ccccc3)C2=O)c(C)n1Cc1ccccc1	-6.7	6.1	x	-0.6
Cn1c(CN2CCOCC2)nnc1SCc1ccccc1	6.8	-2.4	x	-5.1
O=C(Nc1ccc(-c2nnc(-c3ccco3)o2)cc1)C(c1ccccc1)c1ccccc1	-37.5	-2.2	x	1.1
CCN(CC)CCn1c(=N)n(CCOc2ccccc2)c2ccccc21	40.7	29.9	x	1.2
COc1cc(C2C(C#N)=C(C)NC3=C2C(=O)CC(C)(C)C3)cc(OC)c1O (stereo not drawn)	-15.7	0.2	x	5.7
COc1ccc(-n2c(N)c(C(=O)NCc3ccco3)c3nc4ccccc4nc32)c(OC)c1	-1.5	-9.3	x	7.1
CCCc1cc(=O)[nH]c(SCC(=O)CSc2nc(CCC)cc(=O)[nH]2)n1	-2.6	-1.9	x	0.9
Cc1cc(NCCCCO)n2c(nc3ccccc32)c1C#N	8.5	-3.6	x	-1.6
Cc1ccc(C2CC(=O)NC(SCc3ccccc3)=C2C#N)o1 (stereo not drawn)	-20.8	1.0	x	1.9
Cc1ccc2c(c1)N(CC(=O)N1CCCc3ccccc31)C(=O)C(C)O2 (stereo not drawn)	1.5	0.2	x	2.9
CCNC(=S)NNC(=O)C(c1ccccc1)c1ccccc1	-15.9	0.4	x	0.0
CCOc1cccc(C(=O)Nc2ccc3oc(Cc4ccc(Cl)cc4)nc3c2)c1	-45.0	-6.0	x	-1.2
O=C(CSc1nnc2scc(-c3ccc(Cl)cc3)n12)NCc1ccco1	10.4	0.9	x	-5.9
Cn1c(=O)c2[nH]c(N3CCOCC3)nc2n(-c2ccccc2)c1=O	29.9	-5.6	x	-1.9
CCCCCCSc1nsc(NC(C)=O)n1	-8.7	8.7	x	-0.9
Cc1ccccc1NC(=O)CSCC(=O)Nc1ccccc1C	14.4	-4.1	x	1.8
CCOC(=O)c1c(NC(=O)CSc2nnc(-c3ccccc3)n2CC)sc(C(C)=O)c1C	-68.3	-2.4	x	5.3
Cn1c(N)c(C(=O)COC(=O)c2ccc(Br)o2)c(=O)n(C)c1=O	7.2	0.4	x	1.3
CN1C(=O)N(C)C2C1N(C)S(=O)(=O)N2C (stereo not drawn)	13.7	2.1	x	0.2
CCCNC(=O)c1c(N)n(-c2cccc(OC)c2)c2nc3ccccc3nc12	-25.2	-14.5	x	1.2
COc1ccccc1NC(=O)Cn1c(CN2CCCCC2)nc2ccccc2c1=O	17.7	0.8	x	1.8
COCCn1c(C)cc(C(=O)COC(=O)c2cc3c(s2)CCC3)c1C	-3.0	3.7	-108.7	x
CCOC(=O)c1c(C)[nH]c(C(=O)CSc2nnc(CC(C)c3ccccc3)o2)c1C (stereo not drawn)	24.4	-28.6	-12.0	x
CCOC(=O)C1=C(C)OC(N)=C(C#N)C1c1cc2cc(C)ccc2nc1N1CCCCC1 (stereo not drawn)	-7.6	-5.1	-51.4	x
CCCOC1CCCN(C(=O)c2cc(Cl)c(Cl)cc2C(=O)O)C1 (stereo not drawn)	18.4	-0.2	-14.8	x
O=C(Oc1ccc2c(c1)OCO2)c1cc2c(s1)CCC2	46.3*	13.2	57.6	x
Cc1ccc(S(=O)(=O)NCCN(CCNS(=O)(=O)c2ccc(C)cc2)S(C)(=O)=O)cc1	11.1	-8.6	8.5	x
CCOC(=O)C(C)Sc1nnc(-c2ccccc2O)n1-c1ccc(C)cc1 (stereo not drawn)	1.5	2.5	-14.7	x
CCn1cnc2scc(-c3ccccc3)c2c1=O	28.5	-1.0	-8.4	x
CCN(CC)CCNC(=O)c1c(C)n(-c2ccccc2)c2cc(Br)c(OC)cc12	0.9	10.5	30.8	x
Cn1c(CCN2CCCCCC2)nc2cc(NC(=O)Nc3ccccc3)ccc21	13.7	12.0	-49.5	x
Cc1ccc(-c2cc(C(=O)Nc3cc(C)ccc3C)[nH]n2)c(O)c1	13.6	-6.9	-70.6	x
O=C(NCCN1CCCCC1)c1c(O)c2ccccc2[nH]c1=O	12.6	6.6	-20.3	x
CCn1ccnc1C(O)c1cccc(OC)c1 (stereo not drawn)	23.6	-6.1	-12.9	x
CCn1c(CC(=O)Nc2ccc(C)cc2)nnc1SCC(=O)Nc1nc(C)cs1	6.3	3.1	1.4	x

Compound profiles, from the list above.
Entry for CCOC(=O)C(C)Sc1nnc(-c2ccccc2O)n1-c1ccc(C)cc1 (stereo not drawn) = GSIS activator: 1.5; ARNT-TACC3 inh: 2.5; PAX8 reporter: -14.7; ERp5 inh: x
Entry for CCOC(=O)c1c(C)[nH]c(C(=O)CSc2nnc(CC(C)c3ccccc3)o2)c1C (stereo not drawn) = GSIS activator: 24.4; ARNT-TACC3 inh: -28.6; PAX8 reporter: -12.0; ERp5 inh: x

Remaining list, next part:
Compound	GSIS activator	ARNT-TACC3 inh	PAX8 reporter	ERp5 inh
O=P(Cc1cccc[n+]1[O-])(c1ccccc1)c1ccccc1	13.9	0.5	-17.5	x
Clc1ccc(-c2nnc3n2CCCS3)cc1	11.9	-6.9	-2.5	x
CCn1c(=O)cc(SCC(=O)Nc2cc(OC)c(OC)c(OC)c2)c2ccccc21	-10.6	9.3	7.2	x
CC(C)Cn1c(N)c(C(=O)COC(=O)c2ccc3c(c2)OCCO3)c(=O)n(C)c1=O	-27.6	2.0	4.4	x
Cc1ccccc1OCC(=O)Nc1ccc(N2CCN(C(=O)C(C)C)CC2)c(Cl)c1	-16.7	2.0	22.5	x
COCCCNC(=O)COc1ccc(Cl)c(C)c1	-10.7	-1.2	-32.2	x
CC(=O)Nc1ccc(S(=O)(=O)NCc2ccc(C)cc2)cc1	-10.5	4.2	-11.5	x
Cc1cc(-n2c(C)cc(C(=O)CSc3ccc4c(c3)OCCO4)c2C)no1	0.9	1.9	-28.3	x
CCN1CCN(C(=O)CCCCCn2c(=O)[nH]c3cc(C(=O)OC)ccc3c2=O)CC1	10.4	0.1	-5.3	x
Cc1cc(C)n(S(=O)(=O)c2ccc(Cl)c(Cl)c2Cl)n1	-2.8	-5.1	14.3	x
Cc1ccc(C(=O)OCc2nnc(-c3ccccc3)o2)o1	-4.4	-1.9	-7.5	x
CCOc1ccc(-c2nc(-c3ccc(OC)cc3)no2)cc1OCC	-21.7	-3.3	-20.9	x
C=CCNC(=S)NNC(=O)c1ccccc1	6.6	-1.6	-12.8	x
CCOC(=O)N1CCC(NS(=O)(=O)c2ccc3c(c2)C(C)(C)C(=O)N3C)CC1	4.1	-3.6	3.4	x
CCCCCCC(C)n1cc(C(C)=O)c(=O)[nH]c1=O (stereo not drawn)	16.9	2.7	7.1	x
COc1cc2[nH]c(=O)n(Cc3ccc(C(=O)NCC4CCCO4)cc3)c(=O)c2cc1OC (stereo not drawn)	4.2	-2.6	1.8	x
Cc1ccc(C(=O)/C=C/c2ccc(Br)cc2)o1	-5.2	-2.6	-16.3	x
CCc1ccc(NC(=O)c2noc3c2CCC3)cc1	-2.8	28.2	-10.6	x
CCOC(=O)c1c(N)sc(C(O)(C(F)(F)F)C(F)(F)F)c1-c1ccccc1	-36.2	0.2	2.0	x
CCN1CCc2c(C#N)c(NCc3ccccc3)nc(N(CC)CC)c2C1	-28.9	0.8	32.0	x
CSCCC(NC(=O)c1ccc(=O)n(C)n1)c1nc2ccccc2[nH]1 (stereo not drawn)	21.2	-6.6	14.0	x
CCn1c(CCC(=O)Nc2nc3c(s2)CCCC3)nc2cc(S(=O)(=O)N(C)C)ccc21	-3.9	-16.2	-133.3	x
CC(C)Oc1ccc(NC(=O)c2ccncc2)cc1	-3.8	-0.8	-6.3	x
COc1ccc(C2CC(=O)Nc3sc(=N)c4c(N)c(C#N)c(N)nc4c32)cc1OC (stereo not drawn)	70.3*	38.7	-31.5	x
O=C(Oc1cccc(N2C(=O)CCC2=O)c1)c1ccccc1	7.6	2.6	7.1	x
COc1ccc(C(=O)N2CC3(C)CC2CC(C)(C)C3)cc1 (stereo not drawn)	-2.6	-2.4	-1.6	x
Cc1ccc(NC(=O)CSc2nnc(Cn3cnc4ccccc43)o2)cc1	2.4	-11.7	5.4	x
Cc1cc(C)n(-c2ccc(C(=O)NCc3cccs3)cc2)n1	37.7	5.4	-17.3	x
C1CCN=C(Nc2nn[nH]n2)CC1	29.5	-6.4	0.8	x
CS(=O)(=O)CCC(C(=O)N1CCOCC1)N1C(=O)c2cc(Cl)c(Cl)cc2C1=O (stereo not drawn)	3.1	-2.8	-2.3	x
CCOC(=O)C1=C(C)N=c2s/c(=C3/C(=O)Nc4ccccc43)c(=O)n2C1c1ccc(C)cc1 (stereo not drawn)	2.7	-3.1	35.3	x
Cc1cc2ccc(C)c(C)c2nc1SCC#N	-24.4	22.7	-4.8	x
O=S(=O)(c1ccccc1)N1CCCC1c1nc2ccccc2s1 (stereo not drawn)	9.9	0.2	5.0	x
O=C(c1cccs1)N1CCN(S(=O)(=O)Cc2ccccc2)CC1	0.8	5.6	-2.2	x
COc1ccc(C(=O)N2CCc3ccccc32)cc1	17.5	-3.6	-95.4	x
CCCCn1nnnc1SCC(=O)N1CCCC1	19.4	-0.6	-25.2	x
CCN1C(c2ccccc2)=C(c2ccccc2)S/C1=C/C=C1\SC(=S)N(C)C1=O	-33.1	0.3	9.0	x
CCOC(=O)N1CCN(CCC(=O)Nc2ccc(OC)cc2)CC1	-10.6	-1.7	-1.5	x
CCc1nnc(NC(=O)CSc2nnc(Cc3ccccc3)n2Cc2ccccc2)s1	-15.0	-3.4	3.4	x
COc1cccc(C(=O)Nc2ccccc2)c1	2.0	-3.7	-91.1	x
CCOC(=O)c1cnc(SCC(=O)Nc2sc(C)c(C)c2C#N)nc1N	340.0	-5.7	-14.6	x
CCn1c(CC(=O)Nc2ccccc2)nnc1SCC(=O)Nc1ccccc1C(=O)OC	-8.0	0.7	13.1	x
CCN(CC)S(=O)(=O)c1csc(C(=O)NCc2ccccc2)c1	-3.6	-15.9	6.6	x
C/C(=N\NC(=O)c1cccc(Br)c1)c1ccc(Br)cc1	56.3*	-4.3	-21.4	x
O=C(Oc1ccc2c(c1)OCO2)c1ccc(F)cc1Cl	-5.4	-7.8	-159.6	x
